Pf growth 96h: P. falciparum growth inhibition at 96 hour, primary screen for plastid delayed-death inhibitors | P. falciparum luciferase reporter growth, 96 h | Potency, µM (series often up to 28.7 µM), for inactives: at the top dose activity change, negative = inhibition, most hits filed as inhibitors | 6.9% of 320,000 active | AID 504834; also: potency is read from the fitted curve at half-maximal effect; % is scaled to controls: 0 for no effect and ±100 for the full control effect
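Compounds incubated with erythrocytes infected by luciferase-expressing P. falciparum (2% hematocrit, 0.05% parasitemia final) for 96 hours, 37 C in 5% CO2. Growth inhibition scored as decreased luciferase luminescence.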
HCV inhibitor: blocks hepatitis C virus | Huh7.5.1 HCVcc-Cre infection, luciferase reporter, 44 h | Potency, µM (top dose mostly 41.8 µM), without a hit: at the top dose activity change, negative = inhibition, usual class: inhibitors | 3.4% of 340,000 active | AID 651820; also: potency is read from the fitted curve at half-maximal effect; % is scaled to controls: 0 for no effect and ±100 for the full control effect
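HCVcc-Cre virus at an moi near 0.5 was added right after compound to cells cultured 4 h from seeding (1,000 cells/well). Luciferase activity was determined 44 h later, 15 min after substrate addition at RT.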
FBPA Giardia inh: blocks Giardia fructose-bisphosphate aldolase activity; A8B2U2; purified Giardia FBPA; Potency, µM (titrated, usually from 59.6 µM), without a hit: top-dose activity, negative = inhibition, hits mostly inhibitors; 0.71% of 290,000 active; AID 2451; also: potency is read from the fitted curve at half-maximal effect; % is scaled to controls: 0 for no effect and ±100 for the full control effect; nearly all actives have a fitted effect of over 55% in size
Target sequence (A8B2U2 whole entry, looked up): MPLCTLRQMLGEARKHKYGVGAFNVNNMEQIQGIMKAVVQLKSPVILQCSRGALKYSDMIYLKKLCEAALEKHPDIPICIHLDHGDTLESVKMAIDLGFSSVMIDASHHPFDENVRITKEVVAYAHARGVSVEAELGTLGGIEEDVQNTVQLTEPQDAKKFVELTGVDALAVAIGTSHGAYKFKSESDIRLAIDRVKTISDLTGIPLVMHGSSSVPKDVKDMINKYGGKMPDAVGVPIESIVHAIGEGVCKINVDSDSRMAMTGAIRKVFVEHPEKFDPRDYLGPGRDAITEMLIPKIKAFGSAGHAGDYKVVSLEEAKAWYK
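Giardia FBPA (40 nM reagent) was preincubated 10 min at RT with compound (up to 57.5 uM final), then substrate plus GAPDH/TPI/NAD/arsenate coupling system with diaphorase/resazurin was added; resorufin fluorescence (525/598 nm) was read after 20 min.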
Pf growth 48h: P. falciparum growth inhibition at 48 hours (one generation). Potency, µM (doses to about 28.7 µM), for inactives: top-dose activity change, negative = inhibition, usual class: inhibitors. P. falciparum luciferase growth in erythrocytes, 48 h. 5.9% of 310,000 active; also: potency is read from the fitted curve at half-maximal effect; % is scaled to controls: 0 for no effect and ±100 for the full control effect
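Here the parasites carry a stable luciferase gene and grow inside erythrocytes in Albumax-based RPMI medium with compound for one erythrocytic cycle. Activity is scored as loss of luminescent signal.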
Cycloheximide cs: affects cycloheximide protein synthesis inhibition readout, counter-screen; cell reporter, cycloheximide protein synthesis inhibition counterscreen; 12% of 300,000 active; max response, %; in the data active = max response mostly above about 13%, no sharp cut-off; inactive = mostly below about 14%; also: read at 38.3 µM for the half of the compounds with a filed dose; 0% is about no effect
Shiga toxin inh: blocks Shiga toxin action in Vero cells; Vero cells, Shiga toxin protein synthesis inhibition reporter; inhibition, % at 38.7 µM; 9.2% of 290,000 active; AID 2315; in the data active = inhibition mostly above about 28%, no sharp cut-off; inactive = mostly below about 43%; also: 0% is about no effect
An asterisk follows results filed as active; ? = inconclusive; nt = no result given; & = joins results of further samples; ! = not confirmed by another sample; [ ] = another dose, or the depositor's remark. Unless noted, calls follow the shape of the dose curve; as a rule, active = well fitted curve in the direction sought with a large enough effect; inconclusive = small, poorly fitted or top-dose-only effect, or another doubt; inactive = no such curve, though single readings can be large; an effect the other way counts as inactive or inconclusive.

Second line of a record: Cycloheximide cs	Pf growth 96h	FBPA Giardia inh	Shiga toxin inh	HCV inhibitor	Pf growth 48h
CCN(CC(=O)Nc1ccc(NC(C)=O)cc1)C(=O)CCCOc1cccc(C)c1
→ nt	5.6%	nt	nt	?	-13.5%
Cc1nc2cc(-c3ccccc3)nn2c(C)c1CCC(=O)N1CCN(c2ccccn2)CC1
→ -2.0	?	3.2%	20.5	nt	nt
CC(=O)c1ccc(N2CCN(Cc3nc(Cc4ccccc4)no3)CC2)cc1
→ 7.9	?	0.5%	-1.2	-4.9%	?
NC(=O)c1cc(S(=O)(=O)NCCc2ccccc2)cs1
→ 1.5	-19.1%	-1.0%	-4.4	3.1%	7.4%
CCN(CC)C(=O)CSc1nnc2c3ccccc3n(C)c2n1
→ -1.0	?	1.4%	nt	-13.8%	10.0%
Cc1nc(SCC(=O)Nc2nc3ccccc3s2)n[nH]1
→ 53.8*	?	nt	69.3*	?	51.0%[activator]
Cc1cccc2sc(NC(=O)CSc3nc4ccccc4o3)nc12
→ 9.9	nt	6.8%	-14.2	-27.0%	13.3%
CC(C)(C)NC(=O)NC(=O)CSc1ccc(S(=O)(=O)N2CCOCC2)cn1
→ nt	?	nt	nt	7.0%	-3.3%
Cc1[nH]c(=O)c(C#N)c(C)c1CCC(=O)NCc1cccc(C(F)(F)F)c1
→ -4.9	51.8%[activator]	3.0%	5.2	12.1%	0.2%
COc1ccc(CCN2C(=O)CC(N3CCN(S(=O)(=O)c4ccccc4)CC3)C2=O)cc1 (stereo unspecified)
→ -0.9	-99.3%	3.3%	16.9	-12.5%&2.2%	-11.7%
CCOc1ccc(C2C(C(=O)/C=C/c3ccco3)=C(O)C(=O)N2CCN2CCOCC2)cc1OC (stereo unspecified)
→ -4.1	8.4%	7.92µM*	22.1	25.3%	10.2%
CCS(=O)(=O)N1CCN(S(=O)(=O)c2ccc(S(=O)(=O)NC3CC3)cc2)CC1
→ -2.6	-1.0%	11.1%	-7.8	19.0%	9.7%
CC(C)C[C@H](NC(=O)N1CCn2c1nc1ccccc12)C(=O)NC1CCCCC1
→ -1.0	11.7%	-5.8%	3.3	-0.2%	0.0%
O=C(Nc1ccc(F)c(Cl)c1)C1CC(=O)N(Cc2ccco2)C1 (stereo unspecified)
→ nt	-16.7%	nt	nt	-19.0%	-15.6%
O=C(c1ccc(Cl)c(S(=O)(=O)N2CCCCCC2)c1)N1CCOCC1
→ -2.4	?	1.8%	-12.1	0.3%	0.8%[5.75 µM]
C=CCc1c(C)nc(C)nc1N/N=C/c1ccc(N(C)C)cc1
→ -2.1	?	-12.2%	-15.8	-11.4%	nt
COc1ccc(N2CCN(Cc3nc(-c4ccc(Cl)cc4Cl)no3)CC2)cc1
→ -1.7	?	-11.3%	-2.4	10.4%	?
CCOc1cc(CN2CCN(CCOCCO)CC2)ccc1OC
→ -1.2	-14.3%	-14.5%	-21.5	1.6%	nt
CC1CN(c2ccc([N+](=O)[O-])c(NCCOc3ccc(Cl)cc3)c2)CC(C)N1 (stereo unspecified)
→ -2.6	223.2%[activator]	2.0%	-17.1	8.91µM*	?
Cc1nc(SCC(=O)NCc2cccs2)nc(C)c1C
→ -0.8	6.6%	0.0%	16.7	-14.6%	3.4%
CCOC(=O)CSc1nc(C)c2cc(OC)ccc2n1
→ 45.9*	nt	0.2%	71.9*	-3.6%	3.6%
O=C(NCc1ccccc1Cl)c1ccc(CS(=O)Cc2ccc(Cl)cc2)o1 (stereo unspecified)
→ -2.2	-7.5%	nt	-6.9	-14.3%	-15.0%
COc1cccc(/C=C2\SC(=O)N(CC(=O)NC3C=CS(=O)(=O)C3)C2=O)c1 (stereo unspecified)
→ 10.8	11.7µM*	nt	7.6	1.9%	?
Cc1ccc(/C=C/C(=O)NC2CCCCCCC2)o1
→ 40.5*	4.2%	-17.1%	73.6*	-18.9%	69.2%[activator]
Cc1c(N=Cc2cc3c(cc2Cl)OCO3)c(=O)n(-c2ccccc2)n1C
→ -2.0	5.6%	-2.5%	12.6	17.2%	15.8%
COc1ccc(Oc2c(C)oc3c(CN(C)C)c(O)ccc3c2=O)cc1
→ 3.3	nt	3.3%	-17.1	27.8%	0.6%
CC(C)N1CC(C(=O)O)CC1=O (stereo unspecified)
→ -4.2	9.9%	1.3%	-10.2	11.5%	nt
O=C(CCNc1ccc(F)c(Cl)c1)c1ccco1
→ 10.4	?	-4.0%	6.7	?	-2.8%
COc1ccc(C(=O)N=c2sc3c(C)ccc(OC)c3n2C)cc1
→ 37.1*	152.2%[activator]	-6.0%	66.0*	?	136.8%[activator]
CCOc1ccc(S(=O)(=O)NCC2CCCO2)c2cccnc12 (stereo unspecified)
→ -0.7	0.0%	-9.1%	-8.6	?	-4.4%
COc1ccc(NC(=O)CSc2nc3ccccc3c(=O)n2Cc2cccs2)c(OC)c1
→ -4.6	?	0.9%	-9.6	4.6%	-7.4%
Cc1cc(C(=O)N/N=C/c2cccs2)n[nH]1
→ 28.6*	423.4%[activator]	1.2%	54.3*	7.9%	127.8%[activator]
c1ccc(-c2nc(-c3ccccn3)no2)cc1
→ -5.2	-18.8%	-2.4%	-15.1	-0.8%	3.2%
CNC(=O)c1sc(SC)cc1-c1ccc(Cl)cc1
→ -2.7	-25.0%	3.6%	-17.1	-11.0%	-1.5%
Cn1ncc2c(Nc3cccc4ccccc34)ncnc21
→ 1.7	-5.8%	0.2%	-6.5	-3.1%	nt
CCc1ccccc1NC(=O)CN(C)Cc1nc(N)nc(Nc2ccccc2C)n1
→ -0.8	-19.3%	-0.4%	11.9	21.6%	?
CCOC(=O)c1cc(C(C)(C)C)oc1CNC(=O)c1c(C)oc2c1CCCC2
→ 22.8	?	3.4%	73.1*	?	14.7µM*
C/C(=N\O)C(=O)NCc1ccccn1
→ -2.4	52.3%[activator]	-3.9%	-5.1	-1.3%	9.0%
COC(=O)Cc1cc(=O)n2[nH]c(C)c(-c3ccccc3)c2n1
→ -2.0	85.2%[activator]	?	-9.5	9.1%	32.4%[activator]
Cc1ccc(C)c(N2CCN(C(=O)CCS(=O)(=O)c3cccc4nonc34)CC2)c1
→ -2.0	14.1%	-16.1%	1.1	?	?

2 entries from above, bar-delimited:
compound | Cycloheximide cs | Pf growth 96h | FBPA Giardia inh | Shiga toxin inh | HCV inhibitor | Pf growth 48h
Cn1ncc2c(Nc3cccc4ccccc34)ncnc21 | 1.7 | -5.8% | 0.2% | -6.5 | -3.1% | nt
CCc1ccccc1NC(=O)CN(C)Cc1nc(N)nc(Nc2ccccc2C)n1 | -0.8 | -19.3% | -0.4% | 11.9 | 21.6% | ?

More compounds follow:
Second line of a record: Cycloheximide cs	Pf growth 96h	FBPA Giardia inh	Shiga toxin inh	HCV inhibitor	Pf growth 48h
CCOc1ccc2c(C)c(C)c(=O)oc2c1OCC
→ 1.7	?	-0.7%	-6.3	-24.5%	nt
CC1=C(C(=O)Nc2cc(-c3cccc(F)c3)[nH]n2)C2(CCCCC2)OC1=O
→ 0.7	32.7%[activator]	-12.2%	-1.9	9.1%	?
O=C(N/N=C/c1cccs1)c1cc(C2CC2)nc2ccccc12
→ -2.7	-6.3%	-1.2%	-3.2	?	16.0%
COc1cccc(C2=NNC(=NCc3ccccc3)SC2)c1
→ 41.4*	0.0%	-1.4%	46.8*	-20.7%	?
O=C(NC(Cc1ccccc1)C(=O)NC(Cc1ccccc1)C(=O)O)c1ccccc1 (stereo unspecified)
→ -2.1	47.8%[activator]	0.5%	-2.1	-16.7%	-16.5%
CCOC(=O)c1c(NC(=O)Nc2ccc(C)cc2)sc2c1CCN(C)C2
→ 17.7	3.7µM*	-13.8%	31.3	?	11.7µM*
COc1ccccc1Cn1c(SCC(N)=O)nc2c(oc3ccccc32)c1=O
→ -2.0	-29.8%	3.0%	15.2	?	?
NCCc1nc2ccccc2s1
→ 4.6	3.6%	0.7%	-4.8	20.1%	12.4%
CCOC(=O)CN1CC23C=CC(O2)C(C(=O)O)C3C1=O (stereo unspecified)
→ -2.2	?	0.1%	-7.6	0.7%	nt
O=C1Nc2ccccc2C(=O)N2[C@H](c3ccccc3)[C@@H]3C(=O)N(Cc4ccccc4)C(=O)[C@@H]3[C@H]12
→ -1.9	-28.4%	2.9%	-2.6	-18.3%	4.7%
CC(=O)C12OC1CC1C3CCC4=CC(=O)CCC4(C)C3CCC12C (stereo unspecified)
→ -2.1	-1.7%	-0.3%	-1.8	-5.6%	-4.3%
Cc1ccc(C(=O)CSc2ccc(-c3ccncc3)nn2)cc1
→ 6.5	11.4%	-10.1%	25.0	-12.3%	3.1%
O=C(Nc1nnc(C2CC2)s1)c1cc(-c2ccccc2)nn1-c1ccccc1
→ 8.9	?	0.5%	-5.1	6.1%	?
Cc1cc(NS(=O)(=O)c2ccc(NC(=O)CSc3nc4sc(C)c(C)c4c(=O)[nH]3)cc2)no1
→ 3.1	1.8%	-23.4%	4.8	17.2%	-6.7%
O=[N+]([O-])c1cc(S(=O)(=O)N2CCOCC2)ccc1OCc1ccccc1C(F)(F)F
→ nt	35.2%[activator]	nt	nt	0.1%	-26.9%
Cc1nc(C(=O)Nc2cccc(Cl)c2Cl)nn1-c1cc(OC(C)C)c(Cl)cc1Cl
→ -0.5	63.6%[activator]	2.9%	3.1	5.4%	22.3%
Cc1cc2nc(/N=C(\N)NC(=O)C(C)C)nc(C)c2cc1C
→ 7.6	2.62µM*	-13.3%	-6.5	11.2µM*	2.62µM*
COc1ccc2c(c1)c(N=NC(N)=S)c(O)n2CC(=O)c1ccccc1
→ -1.0	41.8%[activator]	-27.5%	-6.5	?	nt
O=C(COc1ccc(Br)cc1)N/N=C1/SCC(=O)N1Cc1ccco1
→ 4.7	9.0%	4.9%	-16.4	11.8%	-11.2%
O=C(N/N=C/c1cccc(C(F)(F)F)c1)c1ccccc1O
→ 30.2*	?	-7.4%	120.9*	14.7%	0.0%
CCCCN1C(=O)C(NC(=O)CC(C)C)(C(F)(F)F)C2=C1CC(C)(C)CC2=O (stereo unspecified)
→ -3.1	-4.1%	2.6%	-5.5	11.2%	9.3%
CCCCNC(=O)c1cccc(S(=O)(=O)N2CC3(C)CC2CC(C)(C)C3)c1 (stereo unspecified)
→ nt	11.7µM*	nt	nt	?	?
Cc1ccc(-n2nnnc2-c2cnn(-c3cccc(F)c3)c2C(F)(F)F)cc1
→ 0.9	-1.6%	7.6%	-2.0	?	-12.8%
CS(=O)(=O)N(CC(=O)N1CCCCCC1)c1cccc([N+](=O)[O-])c1
→ 0.5	-11.0%	6.4%	nt	21.7%	31.8%[activator]
Cc1ccc(Nc2nc(-c3c(C)nc4ccccn34)cs2)cc1
→ -0.8	10.4µM*	-24.1%	-11.5	?	11.7µM*
Cc1ccc(NC2SC(=O)N(Cc3cccc(C(=O)O)c3)C2=O)cc1 (stereo unspecified)
→ 13.6	-7.6%	-2.6%	20.7	8.7%	19.9%
O=C1C(=O)c2ccccc2C(O)=C1C1CCC(c2ccc(Cl)cc2)CC1 (stereo unspecified)
→ nt	0.0005µM*	-0.3%	nt	6.7%	0.0006µM*!
O=C1CNC(=O)N1c1ccc(Cl)cc1
→ -1.5	7.2%	4.6%	-3.2	11.5%	nt
CN1CCN(NC(=S)Nc2ccc(Oc3ccccc3)cc2)CC1
→ -1.7	?	1.2%	-3.0	?	-17.3%
COc1ccc(N2CCN(Cc3nc(N)nc(Nc4ccc(C)c(Cl)c4)n3)CC2)cc1
→ -1.0	nt	-7.8%	-12.6	10µM*	?
CCn1nc(C)c(/C=N/NC(=O)c2ccc3c(c2)c(C)c(C)n3Cc2ccccc2)c1C
→ 7.7	11.7µM*	6.0%	-11.3	10µM*	nt
O=C(CCC(=O)NNc1nc2ccccc2c2nc(-c3ccccc3)nn12)NCCCN1CCCC1=O
→ 10.3	1.2%	-26.8%	25.5	-1.4%	16.9%
O=C(NCC1CC1)c1onc(CSc2ccc(F)cc2)c1C(=O)NCC1CC1
→ nt	?	nt	nt	?	-12.1%

Compound activity deposited in PubChem by National Center for Advancing Translational Sciences (NCATS).
